Screening results deposited in PubChem BioAssay by Sanford-Burnham Center for Chemical Genomics.
tim10-1 inh = inhibits growth of tim10-1 mutant yeast; inhibition, % at 20 µM; 2.2% of 330,000 active; S. cerevisiae tim10-1 ts strain growth, BacTiter-Glo, 24 h;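 active = inhibition of at least 40%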;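 note: mutant grown at 25 °C; 0% = DMSO wells with yeast and 100% = wells holding no yeast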
Apaf1 inhib = human Apaf-1 inhibition. O14727. reconstituted apoptosome caspase-3 activity, DEVD-Rh110 fluorescence. inhibition, % at 20 µM. 0.71% of 330,000 active. AID 489030; active = inhibition of at least 40% at 20 µM;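 note: plate controls were DMSO wells for no effect and DEVD-CHO caspase inhibitor wells for full effect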
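Material: cell-free apoptosome with Apaf-1, procaspase-3 and caspase-9; Buffer or medium: Hepes pH 7.5 with detergent and BSA; Reagent: cytochrome c trigger plus (Z-DEVD)2-Rh110 caspase-3 substrate; Times: compound with Apaf-1, dATP, procaspase-3 30 min, then 50 min reaction, room temperature; Technique: Rh110 fluorescence intensity.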
hIAP act = increases human intestinal alkaline phosphatase activity; purified human IAP, CDP-Star luminescence, 30 min; hits give high values; 1 = vehicle-only enzyme, 0 = enzyme-free background; 0.16% of 330,000 active; activation factor at 10 µM; P09923;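 active = activation factor of the enzyme at least 2-fold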; note: the source names both 10 and 20 µM as test concentration; values of inactives mirror those of a sister screen read the other way
Target sequence (P09923 whole entry, looked up): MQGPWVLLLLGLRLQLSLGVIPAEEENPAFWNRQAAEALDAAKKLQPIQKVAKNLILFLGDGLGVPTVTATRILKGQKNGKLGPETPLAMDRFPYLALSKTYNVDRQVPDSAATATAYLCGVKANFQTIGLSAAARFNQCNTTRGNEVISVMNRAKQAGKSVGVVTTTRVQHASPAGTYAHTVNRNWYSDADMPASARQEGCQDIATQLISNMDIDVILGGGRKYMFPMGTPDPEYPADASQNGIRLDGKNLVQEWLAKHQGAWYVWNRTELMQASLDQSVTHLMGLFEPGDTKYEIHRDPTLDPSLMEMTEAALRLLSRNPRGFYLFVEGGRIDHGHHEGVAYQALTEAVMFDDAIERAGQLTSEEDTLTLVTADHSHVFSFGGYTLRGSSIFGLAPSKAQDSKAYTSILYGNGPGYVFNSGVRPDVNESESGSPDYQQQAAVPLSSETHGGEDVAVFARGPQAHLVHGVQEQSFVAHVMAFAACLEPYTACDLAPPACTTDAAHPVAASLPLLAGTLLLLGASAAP
ATG4B inhibitor = ATG4B (human) cysteine protease inhibition; Q9Y4P1; ATG4B cleavage of LC3-PLA2, NBD-HPC fluorescence, 1 h; inhibition, % at 8.33 µM; 0.51% of 340,000 active; AID 504462; in the data active = inhibition above about 40%
Target sequence (Q9Y4P1 whole entry, looked up): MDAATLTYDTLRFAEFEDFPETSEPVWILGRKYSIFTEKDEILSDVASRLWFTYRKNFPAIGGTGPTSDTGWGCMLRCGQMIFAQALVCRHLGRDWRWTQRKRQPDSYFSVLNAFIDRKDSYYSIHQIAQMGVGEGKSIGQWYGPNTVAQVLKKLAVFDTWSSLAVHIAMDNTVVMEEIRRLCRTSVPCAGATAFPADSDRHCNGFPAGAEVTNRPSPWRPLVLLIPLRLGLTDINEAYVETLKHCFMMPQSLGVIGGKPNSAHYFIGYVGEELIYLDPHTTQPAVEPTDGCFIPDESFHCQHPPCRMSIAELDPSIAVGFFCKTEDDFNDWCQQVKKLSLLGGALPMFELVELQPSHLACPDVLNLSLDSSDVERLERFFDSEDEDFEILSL
mIAP activ = increases mouse intestinal alkaline phosphatase activity; muIAP, CDP-Star luminescence, 30 min; hits give high values; 1 = vehicle-only enzyme signal, 0 = enzyme-free wells; activation factor at 10 µM; 0.24% of 330,000 active; AID 2805;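 active = activation factor of at least 2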; note: the source names both 10 and 20 µM as test concentration; values of inactives mirror those of a sister screen read the other way
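also added = chemiluminescent substrate CDP-Star | test system = mouse IAP enzyme | signal = chemiluminescence readout | compound = DMSO-dissolved test compounds | incubation = 30 min at room temperature | benchmarks = DMSO wells, no-enzyme wells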
mIAP inh = mouse IAP inhibition; 0.2% of 330,000 active; inhibition, % at 10 µM; purified mouse IAP, CDP-Star luminescence, 30 min;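 active = inhibition of at least 40% at 10 µM in the primary screen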;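 note: plate controls were DMSO with enzyme for no effect and no enzyme wells for full effect; values of inactives mirror those of a sister screen read the other way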
TIM10 inh = growth inhibitors of TIM10 yeast strain; inhibition, % at 10 µM; 1.4% of 330,000 active; S. cerevisiae TIM10 strain growth, BacTiter-Glo luminescence, 24 h;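 active = inhibition of 40% or more at the single tested concentration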;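 note: wild-type TIM10 isogenic control strain grown at permissive 25 °C; 0% = DMSO yeast wells and 100% = minimal medium wells without yeast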
hIAP block = human IAP inhibition; P09923; purified IAP, CDP-Star luminescence, 30 min; inhibition, % at 10 µM; 0.12% of 330,000 active;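 active = inhibition reaching a set limit with compound at 10 µM in the primary screen, cut at about 35% in these data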;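 note: plate controls were DMSO wells with enzyme for no effect and no-enzyme buffer wells for full effect; values of inactives mirror those of a sister screen read the other way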
NALP3 yeast inh = inhibitors of NALP3 inflammasome in yeast. Yeast reconstituted NLRP3/ASC/caspase-1, beta-gal luminescence, 24 h. inhibition, % at 10 µM. 0.39% of 330,000 active. AID 2825;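 active = inhibition of 50% or more; inactive = inhibition below 50%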;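 note: plate controls were induced DMSO wells for no effect and uninduced yeast grown without galactose for full effect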
Numbers without * were called inactive; · = no result given.

Start of the listing, in advance, 6 compounds:
SMILES	tim10-1 inh	Apaf1 inhib	hIAP act	ATG4B inhibitor	mIAP activ	mIAP inh	TIM10 inh	hIAP block	NALP3 yeast inh
COC(=O)c1ccccc1S(=O)(=O)N1CCC(C(=O)N2CCC2)CC1	-20	55*	1	-34	0.95	5	-3	-5	14
CCOC(=O)c1ccc(NC(=O)c2nc[nH]c2C(=O)NC2CCN(C(=O)OC(C)(C)C)CC2)cc1	37	12	1.6	-2	1	-4	19	-62	15
O=C(CCn1c(=S)oc2ccccc21)N1CCN(c2ccc(F)cc2)CC1	-16	0	0.98	-7	1	0	-31	2	2
CCN1C(=O)[C@H]2[C@@H](c3ccc(-c4ccc5c(c4)OCO5)c(OC)c3)N[C@@](Cc3ccccc3)(C(=O)OC)[C@H]2C1=O	13	21	0.91	-7	0.86	14	17	9	14
CCOCCCn1c(=S)[nH]c2cc(C(=O)N3CCC(C(N)=O)(N4CCCCC4)CC3)ccc2c1=O	-13	5	1	4	0.98	2	2	-1	20
COc1ccc(Oc2c(Cl)cnn(-c3ccc(C)cc3)c2=O)cc1	26	18	1.1	10	1	-3	1	-10	18

Results (from the top)
SMILES	tim10-1 inh	Apaf1 inhib	hIAP act	ATG4B inhibitor	mIAP activ	mIAP inh	TIM10 inh	hIAP block	NALP3 yeast inh
COC(=O)c1ccccc1S(=O)(=O)N1CCC(C(=O)N2CCC2)CC1	-20	55*	1	-34	0.95	5	-3	-5	14
CCOC(=O)c1ccc(NC(=O)c2nc[nH]c2C(=O)NC2CCN(C(=O)OC(C)(C)C)CC2)cc1	37	12	1.6	-2	1	-4	19	-62	15
O=C(CCn1c(=S)oc2ccccc21)N1CCN(c2ccc(F)cc2)CC1	-16	0	0.98	-7	1	0	-31	2	2
CCN1C(=O)[C@H]2[C@@H](c3ccc(-c4ccc5c(c4)OCO5)c(OC)c3)N[C@@](Cc3ccccc3)(C(=O)OC)[C@H]2C1=O	13	21	0.91	-7	0.86	14	17	9	14
CCOCCCn1c(=S)[nH]c2cc(C(=O)N3CCC(C(N)=O)(N4CCCCC4)CC3)ccc2c1=O	-13	5	1	4	0.98	2	2	-1	20
COc1ccc(Oc2c(Cl)cnn(-c3ccc(C)cc3)c2=O)cc1	26	18	1.1	10	1	-3	1	-10	18
Cc1nn2c(=S)[nH]nc2[nH]c1=O	-11	4	1	-6	0.92	8	-23	0	17
CCC(Oc1cc(Cl)ccc1Cl)C(=O)NN1C(=O)C2C3CCC(C3=C(C)C)C2C1=O (centres undefined)	17	12	1.1	-7	1	-2	26	-7	3
Cc1cccc(C)c1NC(=O)COc1ccc2c(C)c(Cc3ccccc3)c(=O)oc2c1C	11	0	0.83	13	0.96	4	5	17	2
Cc1ccc(C(=O)Nc2cccc(C(F)(F)F)c2)cc1NC(=O)c1nccnc1N	-11	2	0.86	-2	1.1	-5	-12	14	18
O=C(N/N=C1\CC(c2ccccc2)Oc2ccccc21)c1ccccn1 (centres undefined)	6	-11	1	6	0.8	20	-8	-3	8
O=C(Nc1ccc(N2CCCCCC2)cc1)c1ccccc1Cl	25	24	0.86	51*	0.98	2	14	14	16
CCCc1nc2nc(C)c(NS(=O)(=O)c3ccc([N+](=O)[O-])cc3)c(=O)n2[nH]1	14	1	1.2	4	1	0	-5	-24	8
COc1cccc(-c2nnc(SCCC(=O)O)n2C)c1	1	-8	0.95	-2	0.89	11	-9	5	-2
Cc1[nH]c2ccc(C(=O)OC(C)C(=O)NC3(C#N)CCCCC3)cc2c1C (centres undefined)	21	6	1	-12	1.2	-17	10	-2	16

Arranged by heavy-atom count (falling): some entries from above.
SMILES	tim10-1 inh	Apaf1 inhib	hIAP act	ATG4B inhibitor	mIAP activ	mIAP inh	TIM10 inh	hIAP block	NALP3 yeast inh
CCOC(=O)c1ccc(NC(=O)c2nc[nH]c2C(=O)NC2CCN(C(=O)OC(C)(C)C)CC2)cc1	37	12	1.6	-2	1	-4	19	-62	15
Cc1cccc(C)c1NC(=O)COc1ccc2c(C)c(Cc3ccccc3)c(=O)oc2c1C	11	0	0.83	13	0.96	4	5	17	2
O=C(CCn1c(=S)oc2ccccc21)N1CCN(c2ccc(F)cc2)CC1	-16	0	0.98	-7	1	0	-31	2	2
Cc1nn2c(=S)[nH]nc2[nH]c1=O	-11	4	1	-6	0.92	8	-23	0	17

The results go on.
SMILES	tim10-1 inh	Apaf1 inhib	hIAP act	ATG4B inhibitor	mIAP activ	mIAP inh	TIM10 inh	hIAP block	NALP3 yeast inh
Cn1c(N)c(C(=O)COC(=O)/C=C/c2ccc(Cl)cc2)c(=O)n(C)c1=O	16	7	1.2	-11	1	0	2	-21	8
NS(=O)(=O)c1ccc(-c2cccc(/C=C3\SC(=O)NC3=O)c2)cc1	9	11	1	-3	0.96	4	-7	-4	-42
CCCCCNC(=O)CSC1=N/C(=C\c2ccc(Cl)c(Cl)c2)C(=O)N1CC	0	0	1.1	-1	1.1	-15	-6	-12	13
CCOC(=O)N1CCN(S(=O)(=O)c2ccc3c(c2)CC(C)N3C(=O)C2CC2)CC1 (centres undefined)	35	1	0.95	3	0.98	2	30	5	5
Cc1cccc(C)c1NC(=O)NC1(C(=O)N2CCN3CCCC3C2)CCCCC1 (centres undefined)	-4	-3	1	5	1.2	-22	-10	0	3
CC1CN(Cc2c(O)ccc3c(=O)c(-c4ccccc4)coc23)CC(C)O1 (centres undefined)	21	0	0.93	2	0.92	8	6	7	30
Cc1[nH]nc2c1C1(CCN(C(=O)OCc3ccccc3)CC1)C(C#N)=C(N)O2	21	16	1.1	-9	1.1	-6	8	-14	-10
COc1ccc(-c2csc(Nc3cccnc3)n2)cc1	22	12	1.1	-5	1	-3	21	-13	18
Cc1cccc(CSc2ncnc3nc[nH]c23)c1	5	8	1.1	-10	0.82	18	1	-8	9
CCOC(=O)c1oc2cc(C)cc(O)c2c(=O)c1-c1csc(C)n1	-22	8	1.1	-9	0.96	4	-33	-10	28
CCc1ccc(C(=O)NC(C(=O)NCC2CCCO2)C(C)C)cc1 (centres undefined)	3	0	1.1	0	0.97	3	-4	-13	7
Cc1cc(C(F)F)nn1CC(=O)NC1CCCC1	3	-24	0.93	2	0.89	11	-3	7	3
COc1cc(C2CC(=O)N(CC(=O)NCC3CCCO3)c3ccccc3S2)cc(OC)c1OC (centres undefined)	6	3	1.1	-13	1.1	-8	9	-15	6
Cc1cc(C(=O)NNC(=O)c2ccc(F)cc2)c(C)s1	12	-2	1.1	11	0.93	7	-6	-7	19
Cc1ccc2c(CN3CCN(S(=O)(=O)c4ccc(Cl)cc4)CC3)cc(=O)oc2c1C	23	17	0.8	-5	0.91	9	10	20	15
COc1ccccc1OCCc1nnc(N)s1	-4	-12	1	3	0.96	4	-2	0	-13
O=C(CSc1ccc(Cl)cc1Cl)N1CCC(c2nc3ccccc3s2)CC1	36	26	1.1	5	1.1	-13	23	-6	1
COc1ccc(/C=N/NC(=O)c2nn(-c3ccccc3)c(=O)c3c(N)scc23)cc1	18	61*	1.1	-6	0.9	10	3	-13	17
Cc1ccc(C(=O)NCC(=O)OCC(=O)NC(C)c2ccccc2)s1 (centres undefined)	-8	0	0.96	-1	1.1	-5	1	4	9
CCC(CC)C(=O)c1c[nH]c(C(=O)NN)c1	-8	-11	1	-5	0.93	7	-2	-1	18
Cc1ccc(-c2nnn(CC(=O)N(CC3CCCO3)C(C(=O)NCC3CCCO3)c3ccc(F)cc3)n2)o1 (centres undefined)	-1	-7	0.98	-6	0.97	3	7	2	0
O=S(=O)(O)c1cccnc1SCc1ccccc1	4	-18	0.89	5	1.1	-11	6	11	-3
Cc1ccc(S(=O)(=O)CCC(=O)N2CCN(c3ccccc3F)CC2)cc1	24	-2	1.1	-2	0.97	3	-23	-6	5
COc1ccc(N2Cc3cccc(C(=O)O)c3C2=O)cc1	16	-13	0.88	2	0.92	8	-11	12	17
Cc1cc(Oc2cnn(C(C)(C)C)c(=O)c2Cl)cc(C(C)C)c1	26	23	0.86	-3	1	-4	9	14	-8
O=C(O)c1ccccc1OCC1CCCO1 (centres undefined)	13	2	1.2	-18	1.1	-6	-9	-18	8
CCOC(=O)C(C)On1c(-c2ccc(Cl)cc2)nc2ccc([N+](=O)[O-])cc21 (centres undefined)	29	3	0.94	-11	0.9	10	-1	6	47
CCOC(=O)C1(CCOc2ccccc2)CCN(Cc2cccc(OC)c2O)CC1	20	0	1.3	5	0.87	13	6	-27	17
NC(=O)CSCc1cccc(Br)c1	8	-5	1.1	15	1	-1	-4	-8	14
Cc1csc(NC(=O)c2cc(C)on2)n1	-5	-12	1.1	-6	1	-4	7	-6	27
Cc1cccc(C(=O)NC(=S)N2CCN(c3ccc([N+](=O)[O-])cc3)CC2)c1	-6	6	0.88	-12	0.93	7	-7	12	7
COc1ccc(C2=Nc3ccccc3OC2)cc1	-12	4	0.95	3	0.89	11	12	5	17
CN(C)c1ccc(/C=N/NC(=O)CN(c2ccccc2Cl)S(C)(=O)=O)cc1Br	14	9	0.91	-10	0.95	5	12	9	-1
O=C(CNS(=O)(=O)c1ccccc1F)OCC(=O)c1c[nH]c2ccccc12	16	-14	0.94	-10	0.91	9	0	6	-1
Cc1ccc2nc(Nc3nc(-c4ccccc4)cc(=O)[nH]3)nc(C)c2c1	-18	17	1.9	5	0.91	9	-6	-91	16
Cc1nc2cc(Nc3nnc(-c4ccccc4)c4ccccc34)ccc2n1C	18	12	1.2	-17	0.97	3	33	-20	4
O=C(Cc1ccccc1)NCCc1cccc(Cl)c1	17	5	1.1	0	0.98	2	2	-6	13
COc1ccccc1CCNC(=O)C(=O)c1cn(CC(=O)N2CCCC2)c2ccccc12	7	19	1.1	-8	1.1	-6	12	-10	5
CCOc1ccccc1NC(=O)COc1cccnc1[N+](=O)[O-]	4	-3	1	5	1	-2	6	-4	59*
O=C(Nc1nnc(COc2ccc(Cl)cc2)s1)c1ccco1	14	-2	1.1	5	0.94	6	-6	-10	19
Cc1cc(-c2cn3ccccc3n2)c(C)n1-c1ccccc1	17	15	1.1	-6	1.1	-9	17	-7	-6
COC(=O)[C@@]1(Cc2ccccc2)[C@H]2C(=O)N(C)C(=O)[C@H]2[C@H]2CN=C(SC)N21	2	9	·	-3	1	-4	18	·	·
CC(=O)c1cc2c(cc1NS(=O)(=O)c1cccc(C(=O)O)c1)OCO2	-2	2	1	2	1.1	-14	-2	-4	10
Cc1ccc(NC(=O)CCNC(=O)c2ccc(Cl)cc2)cc1C	-34	6	0.87	-10	0.99	1	2	13	8
Cc1ccccc1NC(=O)NC1(C(=O)NCc2ccco2)CCCCC1	-16	-1	1.1	1	1	0	8	-8	1
COc1ccccc1CN(C)C(=O)CN1CCN(C(=O)c2cccs2)CC1	12	7	1.1	5	1	-2	7	-7	6
